Bioassay records (PubChem BioAssay)
CHO-K1 Ca antag – M1 antagonist counterscreen hit in parental CHO-K1 cells; 0.6% of 360,000 active; inhibition, % at 3 µM; ATP-induced calcium, Fluo-8 fluorescence;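 active means inhibition above a per-plate cutoff, the plate's mean sample inhibition plus 3 SD, cut at about 24% in these data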;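 further: 0% = DMSO plus EC80 ATP and 100% = DMSO alone without ATP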
TAAR1 antagonist – human TAAR1 antagonism; 1.5% of 360,000 active; Q96RJ0; inhibition, % at 3 µM; CHO RD-HGA16 TAAR1, Fluo-8 calcium fluorescence, antagonist;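 active means inhibition above a per-plate cutoff, the mean inhibition of test compounds on that plate plus 3 SD, cut at about 49% in these data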;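 further: 0% = DMSO plus EC80 beta-PEA response and 100% = DMSO alone without agonist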
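Assay system: RD-HGA16 CHO cells with stable hTAAR1 and Gα16 / Reagent: EC80 β-phenethylamine stimulus / Doses: 3 µM, single point / Timing: dye loading 75 min at 37 °C, then 30 min room temperature / Measured by: Fluo-8 intracellular calcium dye fluorescence, real-time kinetic reads / Controls: vehicle wells and EC80 agonist wells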
TAAR1 ag – agonists of human TAAR1 | CHO RD-HGA16 TAAR1, Fluo-8 calcium fluorescence; vehicle wells 0%, saturating PEA agonist 100% | activation, % at 3 µM | 0.99% of 360,000 active | AID 624467;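 active means activation above the mean activation of all test compounds in the run plus 3 SD, cut at about 38% in these data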
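Benchmarks: low control DMSO, high control PEA (EC100); System: CHO RD-HGA16 cells carrying human TAAR1 plus Gα16; Detection: Fluo-8 fluorescence, 5 s baseline then 140 s kinetic read; Schedule: 17-24 h plating, Fluo-8 75 min 37 °C, 30 min RT; Read-out basis: % activation from peak over basal fluorescence ratio, DMSO-to-PEA scaled.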
M1 ag parental – M1 agonist counterscreen hit in parental CHO-K1 cells | Fluo-8 calcium fluorescence; scaled to maximal ATP response, vehicle zero | activation, % at 3 µM | 0.48% of 360,000 active | AID 602248; in the data active means activation above about 15%;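 further: untransfected CHO-K1 host cells lacking M1 receptor as counterscreen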
CHRM1 antagonist – antagonists of human M1 muscarinic receptor. P11229. CHO-K1 hM1, Fluo-8 calcium fluorescence, ACh EC80 antagonist. inhibition, % at 3 µM. 1.3% of 360,000 active;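 active means percent inhibition above its own plate's cutoff, namely the mean of that plate's compound wells plus 3 SD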;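 further: peak over basal fluorescence ratio during 140 s after agonist addition; 0% = ACh EC80 plus DMSO and 100% = DMSO alone without agonist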
Target sequence (P11229 whole entry, looked up): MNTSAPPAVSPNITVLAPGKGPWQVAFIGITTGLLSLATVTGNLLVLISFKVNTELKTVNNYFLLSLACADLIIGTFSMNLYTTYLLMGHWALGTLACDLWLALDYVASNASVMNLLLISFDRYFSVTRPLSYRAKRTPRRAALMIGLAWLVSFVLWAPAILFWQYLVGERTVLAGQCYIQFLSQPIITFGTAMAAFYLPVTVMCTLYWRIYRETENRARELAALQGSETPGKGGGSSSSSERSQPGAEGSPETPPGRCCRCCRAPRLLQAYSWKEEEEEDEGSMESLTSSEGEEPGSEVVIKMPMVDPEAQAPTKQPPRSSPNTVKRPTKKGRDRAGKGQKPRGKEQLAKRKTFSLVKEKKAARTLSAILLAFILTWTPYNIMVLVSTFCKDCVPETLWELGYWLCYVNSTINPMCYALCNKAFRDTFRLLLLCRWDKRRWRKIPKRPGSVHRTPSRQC
CHO parental Ca – counter-screen for OX1R antagonists: effect in parental CHO cells. parental CHO-K1, ATP-induced calcium, Fluo-8 fluorescence. inhibition, % at 5.6 µM. 0.63% of 330,000 active;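 active means inhibition above that plate's mean sample inhibition plus 3 SD, cut at about 26% in these data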;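 further: 0% = ATP-challenged DMSO wells and 100% = DMSO wells without ATP; some compounds past the cut are filed as inactive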
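Assay system: untransfected parental CHO cell line. Also added: ATP agonist challenge. Dosing: one dose, 5.6 µM nominal. Measured by: Fluo-8 fluorescence. Read-out: % inhibition. Benchmarks: ATP wells versus no-ATP DMSO wells. Repeats: no replicates.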
CHRM1 agonist – activates human CHRM1 receptor; P11229; CHO-K1 hM1, Fluo-8 calcium fluorescence, agonist mode; 0% DMSO, 100% acetylcholine EC100; activation, % at 3 µM; 0.33% of 360,000 active; AID 588814;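 active means activation above the run's mean compound activation plus 3 SD, cut at about 16% in these data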;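 further: peak over basal fluorescence ratio within a 140 s kinetic read after compound addition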
CHO-K1 Ca PAM – nonselective activator or artifact in parental CHO-K1 calcium assay. ATP EC20, Fluo-8 calcium fluorescence; 0% at ATP EC20, 100% at ATP max. activation, % at 3 µM. 0.02% of 360,000 active. AID 602247;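 active means activation above the run cutoff, the mean activation of all test compounds plus 3 SD, cut at about 40% in these data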;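 further: peak over basal fluorescence ratio in a 140 s read after ATP addition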
M1 PAM – human CHRM1 positive allosteric modulation | AID 588819 | activation, % at 3 µM | 0.088% of 360,000 active | CHO-K1 hM1, Fluo-8 calcium fluorescence, ACh EC20; 0% = ACh EC20, 100% = maximal ACh; in the data active means activation above about 19%, passing the limit was not always enough
Numbers without * were called inactive; . = no result given. Not a hit list; overall some 4.4% were active at least once.

Every second line gives: M1 PAM	TAAR1 ag	CHRM1 antagonist	TAAR1 antagonist	CHO parental Ca	CHO-K1 Ca PAM	M1 ag parental	CHO-K1 Ca antag	CHRM1 agonist
> CCn1c(SCC(=O)O)nnc1-c1cccnc1
 : 4	3	-6	1	13	-4	-0.7	9	-3
> NS(=O)(=O)c1ccc(N/C=C\C(=O)c2cccc3ccccc23)cc1
 : 6	6	-8	-5	-14	7	0.2	-7	-6
> CC1COc2c3ccccc3nn21 (stereo unspecified)
 : .	0	.	-22	.	-7	-0.3	14	.
> Cc1ccc(C(=O)N/N=C/c2ccc(-c3cccc(Cl)c3)o2)cn1
 : 5	8	-14	29	-20	-9	2.6	-10	0
> Nc1nonc1-n1nnc(C(=O)N/N=C/c2cccc(Cl)c2)c1-c1cccs1
 : 10	7	-14	11	-7	17	3.3	-4	3
> CCC1CCCCN1Cc1nc2c(c(=O)n(C)c(=O)n2C)n1CC(C)C (stereo unspecified)
 : -1	0	-7	-26	-4	35	-0.1	-12	-9
> CC(C)OC(=O)Nc1ccc2c(c1)N(C(=O)CCN1CCN(CCO)CC1)c1ccccc1CC2
 : 11	1	-11	-14	2	-11	-0.5	4	-2
> Cc1ccc(NC(=O)CSc2nnc(CNC(=O)c3ccccc3F)o2)cc1Cl
 : 8	6	-13	12	-12	-11	5.1	5	-1
> CCC(=O)N1CCN(c2ccccc2NC(=O)COc2cccc(C)c2C)CC1
 : -1	0	2	3	-27	11	1.6	-3	-5
> COc1ccc2cc(C3(C)NC(=O)N(CC(=O)NCCC4=CCCCC4)C3=O)ccc2c1 (stereo unspecified)
 : 13	4	-6	11	-22	7	0.4	0	-1

Individual results from the entries so far:
Under CHO-K1 Ca antag, Cc1ccc(C(=O)N/N=C/c2ccc(-c3cccc(Cl)c3)o2)cn1 is listed with -10
Under M1 PAM, CCn1c(SCC(=O)O)nnc1-c1cccnc1 is listed with 4

Later entries
Every second line gives: M1 PAM	TAAR1 ag	CHRM1 antagonist	TAAR1 antagonist	CHO parental Ca	CHO-K1 Ca PAM	M1 ag parental	CHO-K1 Ca antag	CHRM1 agonist
> COc1ccc(C(=O)NCC(c2ccc(F)cc2)N2CCOCC2)cc1S(=O)(=O)N1CCCC1 (stereo unspecified)
 : 4	7	-4	10	-7	8	-0.4	-1	-6
> CCS(=O)(=O)N1CCC(C(=O)NCC2CCCO2)CC1 (stereo unspecified)
 : 8	4	-2	-2	-2	7	0.3	-11	-1
> O=C(Nn1cnnc1)c1ccc(Cl)cc1[N+](=O)[O-]
 : 13	4	-20	-5	-2	18	1.0	-18	-2
> CCOC(=O)c1cccnc1SCc1cc(=O)n2ccccc2n1
 : 5	23	-3	3	-1	19	2.3	-9	-8
> COc1cccc(CC(=O)OCC(=O)Nc2nnc(-c3ccccc3)o2)c1
 : 8	0	-21	-6	-12	-13	0.0	-8	-3
> Cc1ccsc1C(=O)OCC(=O)Nc1c(C)n(C)n(-c2ccccc2)c1=O
 : -3	6	4	-13	-6	4	0.5	-10	-7
> Cc1ccc(OCCCCNC(C)(C)C)c([N+](=O)[O-])c1
 : -2	3	-1	-21	16	-11	-0.4	14	-10
> CC(NC(=O)c1cc(F)c(F)c(F)c1F)c1ccc(-n2ccnc2)cc1 (stereo unspecified)
 : 3	-1	-11	-6	-11	12	2.9	-17	-4
> CCOC(=O)c1c(C)n(C)c2cc(Br)c(OC)cc12
 : 9	6	-14	-6	-25	8	-0.4	-3	-13
> O=C(CN1CCCSc2ccccc21)N1CCN(S(=O)(=O)c2cccc(F)c2)CC1
 : -2	9	0	50*	-17	11	4.5	-9	-1

Copied from above for reference:
Every second line gives: M1 PAM	TAAR1 ag	CHRM1 antagonist	TAAR1 antagonist	CHO parental Ca	CHO-K1 Ca PAM	M1 ag parental	CHO-K1 Ca antag	CHRM1 agonist
> Cc1ccc(NC(=O)CSc2nnc(CNC(=O)c3ccccc3F)o2)cc1Cl
 : 8	6	-13	12	-12	-11	5.1	5	-1
> CCC(=O)N1CCN(c2ccccc2NC(=O)COc2cccc(C)c2C)CC1
 : -1	0	2	3	-27	11	1.6	-3	-5
> COc1ccc2cc(C3(C)NC(=O)N(CC(=O)NCCC4=CCCCC4)C3=O)ccc2c1 (stereo unspecified)
 : 13	4	-6	11	-22	7	0.4	0	-1
> COc1ccc(C(=O)NCC(c2ccc(F)cc2)N2CCOCC2)cc1S(=O)(=O)N1CCCC1 (stereo unspecified)
 : 4	7	-4	10	-7	8	-0.4	-1	-6
> CCS(=O)(=O)N1CCC(C(=O)NCC2CCCO2)CC1 (stereo unspecified)
 : 8	4	-2	-2	-2	7	0.3	-11	-1
> O=C(Nn1cnnc1)c1ccc(Cl)cc1[N+](=O)[O-]
 : 13	4	-20	-5	-2	18	1.0	-18	-2
> CCOC(=O)c1cccnc1SCc1cc(=O)n2ccccc2n1
 : 5	23	-3	3	-1	19	2.3	-9	-8
> COc1cccc(CC(=O)OCC(=O)Nc2nnc(-c3ccccc3)o2)c1
 : 8	0	-21	-6	-12	-13	0.0	-8	-3
> Cc1ccsc1C(=O)OCC(=O)Nc1c(C)n(C)n(-c2ccccc2)c1=O
 : -3	6	4	-13	-6	4	0.5	-10	-7
> Cc1ccc(OCCCCNC(C)(C)C)c([N+](=O)[O-])c1
 : -2	3	-1	-21	16	-11	-0.4	14	-10

Next section
Every second line gives: M1 PAM	TAAR1 ag	CHRM1 antagonist	TAAR1 antagonist	CHO parental Ca	CHO-K1 Ca PAM	M1 ag parental	CHO-K1 Ca antag	CHRM1 agonist
> O=C(c1cccc(NS(=O)(=O)c2ccc(F)c(F)c2)c1)N1CCN(C(c2ccccc2)c2ccccc2)CC1
 : 7	7	-7	4	-23	-3	-0.2	2	-1
> CN(C)CCCN(C(=O)c1ccc(Br)s1)c1nc2cc3c(cc2s1)OCO3
 : -2	14	4	12	-19	21	1.6	-17	0
> Cc1oc(-c2ccccc2)nc1C(=O)Nc1nccs1
 : 6	0	-3	-8	-10	21	0.9	-1	-4
> CC(=O)Nc1ccc(NC(=O)c2ccc(Cl)nc2)cc1
 : 7	1	-12	-7	-7	13	0.5	-8	-1
